High-throughput results: PubChem, National Center for Advancing Translational Sciences (NCATS)
Tau fibril FP = tau fibrillization inhibition (FP) | P10636 | K18 P301L tau heparin fibrillization, Alexa594 FP, 6 h | Potency, µM (titrated, usually from 57.7 µM), without a hit: top-dose activity, negative = inhibition, most hits filed as inhibitors | actives 0.39% (n = 280,000); note: % is set by controls: 0 for no effect and ±100 for the full control effect; nearly all actives have a fitted effect of over 55% in size
Target sequence (P10636 561-689 P618L limits assumed): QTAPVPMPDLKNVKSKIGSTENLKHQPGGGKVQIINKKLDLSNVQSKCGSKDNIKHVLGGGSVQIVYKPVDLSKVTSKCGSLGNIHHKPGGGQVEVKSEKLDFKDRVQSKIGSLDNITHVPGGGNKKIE
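Steps: dispense K18 P301L tau (15 uM plus 0.24 uM Alexa 594 tracer, final) in pH 7 sodium acetate; add compound; add heparin (20 uM final); incubate 6 hr, 37 C; add ThT (30 uM final); after 1 hr ambient, read FP.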
HTT cytoprotect = cytoprotection in Huntington HTT-Q103 PC12 cell model; Potency, µM (titrated, usually from 56.4 µM), inactives show cytoprotection (ATP increase), actives largely listed as activators; actives 0.14% (n = 230,000); PC12 HTT-Q103 induced, cytoprotection, ATP luminescence, 40 h; AID 1471;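 note: % of control where 0% means no effect; nearly all actives have a fitted effect of over 45% in size; toxic huntingtin expression switched on by the ecdysone agonist tebufenozide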
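Compounds were screened for protection of PC12 cells against cell death after tebufenozide induction (100 nM final) of mutant Huntingtin exon 1 (Q103) fused to GFP.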
RECQ1 inh = RECQ1 (human) helicase inhibition; P46063; actives 0.54% (n = 240,000); AID 2549; Potency, µM (series often up to 57.3 µM), for inactives: top-dose activity, negative = inhibition, most hits filed as inhibitors; RECQ1 DNA unwinding, red fluorescence kinetic read;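 note: plate controls were vehicle for no effect and no enzyme for full effect; nearly all actives have a fitted effect of over 30% in size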
Target sequence (P46063 whole entry, looked up): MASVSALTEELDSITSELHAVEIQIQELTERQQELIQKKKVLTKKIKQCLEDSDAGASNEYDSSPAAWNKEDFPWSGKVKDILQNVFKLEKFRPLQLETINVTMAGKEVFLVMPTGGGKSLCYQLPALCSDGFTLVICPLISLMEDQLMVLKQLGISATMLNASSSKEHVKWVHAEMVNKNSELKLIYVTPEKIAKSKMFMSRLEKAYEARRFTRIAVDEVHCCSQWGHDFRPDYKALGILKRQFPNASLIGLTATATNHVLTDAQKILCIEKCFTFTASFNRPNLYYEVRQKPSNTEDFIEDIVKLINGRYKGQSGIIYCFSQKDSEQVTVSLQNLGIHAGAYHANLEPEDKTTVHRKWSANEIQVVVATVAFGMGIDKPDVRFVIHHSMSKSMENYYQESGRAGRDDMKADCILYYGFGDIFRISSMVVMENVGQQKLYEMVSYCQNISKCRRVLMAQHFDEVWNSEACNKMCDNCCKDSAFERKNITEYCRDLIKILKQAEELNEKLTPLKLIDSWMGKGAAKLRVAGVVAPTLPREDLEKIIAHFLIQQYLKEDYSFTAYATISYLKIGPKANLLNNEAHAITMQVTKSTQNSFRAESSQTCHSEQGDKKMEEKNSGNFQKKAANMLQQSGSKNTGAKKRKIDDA
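RECQ1T1 50 nM; forked duplex (20 bp + 30-nt ss tails) 200 nM, ATP 2 mM final; pH 8.0, 2 mM MgCl2, 2.5 ug/ml poly(dI-dC); 15 min compound preincubation; discontinuous kinetic read over 2 h at RT.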
TRb SRC2 PPI = inhibitors of human thyroid hormone receptor beta-SRC2 interaction; P10828; actives 0.065% (n = 280,000); Potency, µM (titrated, usually from 106 µM), for inactives: at the highest dose activity change, negative = inhibition, usual class: inhibitors; AID 1469; TRbeta-SRC2 peptide binding, fluorescence polarization; receptor liganded with 1 µM T3;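 note: plate controls were bound peptide for no effect and peptide without receptor for full effect; nearly all actives have a fitted effect of over 50% in size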
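Polarization signal, normalized between peptide-alone and full complex controls, measured compound effects on T3-liganded human TRb LBD (0.6 uM) binding 20 nM Texas Red SRC2 peptide after 5 hr.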
TR SRC2 fluor cs = Texas Red fluorescence interference in TRb-SRC2 counter-screen; Potency, µM (highest dose often 106 µM), without a hit: top-dose fluorescence change, negative = quenching; AID 1479; actives 0.29% (n = 280,000); TRb/SRC2 Texas Red total fluorescence interference; active = well fitted curve in either direction with a large enough effect; inconclusive = small, poorly fitted or top-dose-only effect; note: % is set by controls: 0 for no effect and ±100 for the full control effect
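Human TRβ ligand-binding domain (0.6 uM) and Texas Red SRC2 peptide (20 nM) in Tris buffer with 1 uM T3 and 5% DMSO were incubated with pinned compound for 5 hr at ambient temperature. Total fluorescence was computed as S + 2P (555/632 nm).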
Tau fluor counter = counter-screen for tau fibril formation inhibitors; tau K18 P301L Alexa594 fluorescence, heparin fibrillization; Potency, µM (titrated, usually from 57.7 µM), for inactives: top-dose activity change, negative = decrease; actives 0.93% (n = 280,000); AID 1463; note: % is set by controls: 0 for no effect and ±100 for the full control effect; nearly all actives have a fitted effect of over 55% in size
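Human K18 P301L tau (15 uM unlabeled plus 0.24 uM Alexa 594-labeled, final) in 100 mM sodium acetate pH 7 was mixed with compound and 20 uM heparin and incubated 6 hr at 37 C.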
Tau ThT inhib = inhibitors of human tau fibril formation, thioflavin T binding; P10636; recombinant tau K18 P301L, heparin-induced fibrillization, ThT fluorescence; Potency, µM (doses to about 57.4 µM), for inactives: at the highest dose activity, negative = inhibition, most hits filed as inhibitors; actives 2.1% (n = 270,000); note: % is set by controls: 0 for no effect and ±100 for the full control effect; nearly all actives have a fitted effect of over 55% in size
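Using a mix of unlabeled (15 uM) and Alexa 594-labeled (0.24 uM) tau K18 P301L, heparin-triggered fibrillization over 6 hr at 37 C was scored by ThT fluorescence.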
L3MBTL1 block = blocks human L3MBTL1; Q9Y468; actives 0.66% (n = 230,000); AlphaScreen L3MBTL1–H3K9me1 peptide binding; AID 485360; Potency, µM (highest dose often 57.1 µM), inactives show at the top dose activity, negative = inhibition, usual class: inhibitors; note: % is set by controls: 0 for no effect and ±100 for the full control effect; nearly all actives have a fitted effect of over 60% in size
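Displacement of a biotinylated histone H3(1-15) peptide monomethylated at Lys9 (75 nM) from L3MBTL1 (50 nM) was measured by AlphaScreen after a 30 min room-temperature compound incubation; cefsulodin titration served as intraplate control.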
Starred values were filed as active, the others as inactive; i = inactive; u = inconclusive; x = no result given; & = joins results of further samples; [ ] = dose if it differs, or a comment. Unless noted, calls come from the whole dose curve; as a rule, active = well fitted curve in the direction sought with a large enough effect; inconclusive = small, poorly fitted or top-dose-only effect, or another doubt; inactive = no such curve, though single readings can be large; an effect the other way counts as inactive or inconclusive. Potency is the fitted concentration of half-maximal effect.

SMILES	Tau fibril FP	HTT cytoprotect	RECQ1 inh	TRb SRC2 PPI	TR SRC2 fluor cs	Tau fluor counter	Tau ThT inhib	L3MBTL1 block
COc1ccc(S(=O)(=O)Cc2ccc(C(=O)NCc3ccccn3)o2)cc1	1%	2%	-7%	-1%	1%	-11%	-15%	x
O=C(CC(C(=O)O)C1CCCO1)NCCc1ccc2c(c1)OCO2 (centres undefined)	12%	2%[10 µM]	-8%	4%	0%	-1%	-10%	-2%
COc1ccc(/C=N/NC(=O)c2nc(-c3ccccc3)n(-c3ccccc3)n2)cc1	2%	5%[10 µM]	-8%	1%	6%	-4%	u	-5%
CCc1ccc(OC(C)C(=O)Nc2c(C(=O)c3ccccc3)oc3ccccc23)cc1 (centres undefined)	u	x	x	-19%	u	-19%	0%	x
C1CCCC(NC2=NCCO2)CCC1	4%	-11%[10 µM]	-3%	4%	2%	0%	2%	6%
CCOC(=O)c1nnn(-c2nn3nnnc3c3ccccc23)c1C	-10%	6%	-7%	-10%	-6%	11%	11%	31%[activator]
COc1ccc(Cl)cc1NC(=O)NC(C)c1ccncc1 (centres undefined)	2%	-5%	-14%	-3%	0%	3%	2%	x
CCCNC(=O)c1c(NC(=O)c2ccc(C)cc2)sc2c1CCCCC2	-3%	x	x	0%	1%	-2%	-7%	x
COC(=O)c1cccc(NC(=O)c2cccc(OC)c2)c1	-6%	-14%	-2%	0%	0%	-8%	-11%	x
Cc1cc(NC(=O)CSc2ccc3nnc(-c4ccccn4)n3n2)no1	1%	-13%[10 µM]	4%	-4%	1%	7%	0%	u
COc1cc(NC(=S)N2CCCC(C)C2)c(OC)cc1Cl (centres undefined)	0%	-11%	i	8%	-3%	-15%	-14%	1%
COc1ccc(N2CCN(Cc3nc4c(c(=O)n(C)c(=O)n4C)n3CC(C)=O)CC2)cc1	3%	-8%	-3%	-8%	-1%	-4%	-3%	4%
COC(=O)c1ccc(COc2ccccc2/C=C(\C#N)C(=O)Nc2c(C)cccc2C)cc1	-4%	x	-5%	5%	-1%	-8%	-12%	-11%
Cn1c(SCC(=O)Nc2ccc(Br)cc2F)nnc1-c1ccco1	0%	x	i	-4%	-3%	0%	u	1%
COc1cc(OC)c(S(=O)(=O)Nc2ccc(C)cn2)cc1NC(C)=O	1%	15%[10 µM]	-2%	11%	-12%	-3%	-4%	6%
C/C(=N\NC(=O)c1ccco1)c1ccc(NC(=O)c2cccs2)cc1	-11%	x	0%	-7%	0%	-11%	u	-2%
CC(=O)Oc1c2c(c3c(c1CC=C(C)C)O[C@@]14C(=CC5CC1C(C)(C)OC4(C/C=C(\C)C(=O)O)C5=O)C3=O)OC(C)(CCC=C(C)C)C=C2 (some centres undefined)	35µM*	-334%[inhibitor]	-19%	-4%	-1%	-17%	32µM*	x
COc1cccc(NC(=O)CCC(=O)N2Cc3ccccc3Oc3ncccc32)c1	0%	x	x	9%	1%	-7%	1%	x
CNC(=S)NNC(=O)c1ccc(=O)n(Cc2cccc(C(F)(F)F)c2)c1	-5%	-13%	1%	3%	-1%	-3%	-3%	x
C=CCn1c(Cc2c(C)[nH]c3ccccc23)nnc1SCC(=O)NCc1ccc(F)cc1	5%	0%[10 µM]	-11%	-14%	1%	-19%	-15%	-11%

Overlap with the part before: 2 compounds, then new ones.
SMILES	Tau fibril FP	HTT cytoprotect	RECQ1 inh	TRb SRC2 PPI	TR SRC2 fluor cs	Tau fluor counter	Tau ThT inhib	L3MBTL1 block
CNC(=S)NNC(=O)c1ccc(=O)n(Cc2cccc(C(F)(F)F)c2)c1	-5%	-13%	1%	3%	-1%	-3%	-3%	x
C=CCn1c(Cc2c(C)[nH]c3ccccc23)nnc1SCC(=O)NCc1ccc(F)cc1	5%	0%[10 µM]	-11%	-14%	1%	-19%	-15%	-11%
CC(=O)OC[C@H]1O[C@@H](O/N=C2/[C@H]3O[C@@H]3[C@@H](O)[C@H]3[C@H]2CCn2c(=O)n(-c4ccccc4)c(=O)n23)[C@H](OC(C)=O)[C@@H](OC(C)=O)[C@@H]1OC(C)=O	-1%[11.6 µM]	3%[10 µM]	-1%[11.5 µM]	-3%[11.2 µM]	-4%[11.2 µM]	1%[11.6 µM]	-2%[11.5 µM]	x
CCC(=O)Nc1ccccc1Sc1ncnc2scc(-c3ccccc3)c12	0%	x	-5%	-11%	-2%	4%	-9%	-3%
Cc1nn(CC(=O)NC(C)c2ccccc2)c(C)c1[N+](=O)[O-] (centres undefined)	4%	23%[10 µM]	-3%	-5%	-2%	1%	-4%	19%
COc1ccc(CN(Cc2cccn2C)C(=O)c2cc3cc(OC)ccc3[nH]2)cc1	-5%	5%[10 µM]	-18%	-2%	2%	-29%	x	x
CC(=O)Nc1ccc2nsnc2c1	-7%	20%[10 µM]	4%	10%	-2%	-11%	-7%	9%
CCCCCCSc1nnc2[nH]c(=O)cc(N)n12	6%	x	-16%	0%	-1%	3%	7%	-4%
CCCc1ccc(C(=O)NNC(=O)c2ccc(Cl)cc2)cc1	-7%	-38%	-16%	-11%	-5%	-24%	-23%	-1%
O=Nc1c(O)[nH]c2ccc(Cl)cc12	0%	22%	i	-6%	2%	-1%	-10%	0%
O=C(O)CCS(=O)(=O)Cc1ccccc1Cl	6%	-3%	i	-4%	-2%	-5%	-11%	x
Cc1ccc2c(CC(=O)OC3CCOC3=O)coc2c1 (centres undefined)	0%	-27%	-4%	1%	-5%	-5%	-9%	0%
CSc1cccc(NC(=O)C2CCCN(S(=O)(=O)c3cnc[nH]3)C2)c1 (centres undefined)	-5%	-5%	-8%	-11%	-3%	-8%	-3%	x
COc1ccc(-n2c(SCc3nc(-c4ccc(C)cc4)no3)nnc2-c2ccncc2)cc1	-2%	x	x	-2%	7%	-8%	-11%	x
CC(C)C(NC(=O)OCc1ccccc1)C(=O)OCC(=O)N1C(C)CCCC1C (centres undefined)	2%	-6%	-3%	7%	0%	-2%	-9%	-6%
COc1ccc(N2CCN(C(c3ccccc3)c3nnnn3Cc3ccc(F)cc3)CC2)cc1 (centres undefined)	17%	-7%[10 µM]	-12%	0%	1%	-27%	-14%	-22%
CCc1ccc(-n2cc(-c3ccc(F)cc3)[n+]3c2SCCC3)cc1	4%	-54%[inhibitor]	-2%	4%	-3%	-1%	3%	2%
COCCCn1c(SCc2ccccc2)nc2cc(OC)c(OC)cc2c1=N	-8%	u	i	2%	2%	u	u	-8%
CC(C)OCCCNC(=S)NNC(=O)c1ccc(Cl)c(Cl)c1	5%	17%[10 µM]	16%	5%	0%	-10%	-9%	-9%
CCOc1ccc(C2c3cc(OCC)c(OCC)cc3CC(=O)N2c2ccc(C(=O)O)cc2)cc1OCC (centres undefined)	0%	x	x	12%	-5%	-7%	-9%	x
Cc1cc(C)cc(N2CCN(C(=O)N3CCOCC3)CC2)c1	9%	8%	i	-20%	0%	4%	0%	-6%
C=CCn1cc(-c2cccc(C(F)(F)F)c2)cc(C#N)c1=O	1%	-1%[10 µM]	1%	-6%	-2%	3%	4%	24%

Given with bars between the fields: entries from further up
mol | Tau fibril FP | HTT cytoprotect | RECQ1 inh | TRb SRC2 PPI | TR SRC2 fluor cs | Tau fluor counter | Tau ThT inhib | L3MBTL1 block
CCCc1ccc(C(=O)NNC(=O)c2ccc(Cl)cc2)cc1 | -7% | -38% | -16% | -11% | -5% | -24% | -23% | -1%
COc1ccc(Cl)cc1NC(=O)NC(C)c1ccncc1 (centres undefined) | 2% | -5% | -14% | -3% | 0% | 3% | 2% | x
CCOc1ccc(C2c3cc(OCC)c(OCC)cc3CC(=O)N2c2ccc(C(=O)O)cc2)cc1OCC (centres undefined) | 0% | x | x | 12% | -5% | -7% | -9% | x

Other compounds follow.
SMILES	Tau fibril FP	HTT cytoprotect	RECQ1 inh	TRb SRC2 PPI	TR SRC2 fluor cs	Tau fluor counter	Tau ThT inhib	L3MBTL1 block
COc1ccccc1N1CCN(S(=O)(=O)c2ccc3nc(-c4ccccc4)[nH]c3c2)CC1	22µM*	x	-11%	-1%	2%	u	8%	-4%
COc1ccc(NC(=O)CSc2c3c(nc4ccccc24)CCC3)c(OC)c1	-10%&-7%	20%[10 µM]	-8%	-2%&-6%	-4%&-2%	-14%&-7%	-15%&-17%	1%
CCOc1ccccc1N(C)C(=O)c1nn(-c2ccc(OC)cc2OC)c(=O)c2ccccc12	7%	-17%	1%	5%	0%	-9%	-10%	x
Cc1cc(NC(=O)CSc2ncc(C(=O)Nc3ccc(C)c(C)c3)c(=O)n2C)no1	-8%	x	x	-3%	0%	1%	-9%	x

The list is partial; count on the stated rates, not on these rows.
